HCMV antiviral – blocks human cytomegalovirus replication; HFF cells, HCMV-luciferase reporter, 72 h; hits give low values; activity change, negative = inhibition, % at 57.5 µM; 4.5% of 410,000 active; AID 1259415; in the data active = activity change below about -60%; inconclusive = no clear call, values can overlap the other calls; inactive = above about -39%
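Compounds were evaluated in HFFs infected with an HCMV luciferase reporter virus (MOI 1 PFU/cell). Luciferase in lysates collected 72 h post infection served as the replication measure.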
FBPA Giardia inh – inhibitors of Giardia lamblia fructose-1,6-bisphosphate aldolase | purified Giardia FBPA | Potency, µM (titrated, usually from 59.6 µM), for inactives: top-dose activity, negative = inhibition, usual class: inhibitors | 0.71% of 290,000 active; note: potency is the fitted concentration of half-maximal effect; nearly all actives have a fitted effect of over 55% in size
Target sequence (A8B2U2 whole entry, looked up): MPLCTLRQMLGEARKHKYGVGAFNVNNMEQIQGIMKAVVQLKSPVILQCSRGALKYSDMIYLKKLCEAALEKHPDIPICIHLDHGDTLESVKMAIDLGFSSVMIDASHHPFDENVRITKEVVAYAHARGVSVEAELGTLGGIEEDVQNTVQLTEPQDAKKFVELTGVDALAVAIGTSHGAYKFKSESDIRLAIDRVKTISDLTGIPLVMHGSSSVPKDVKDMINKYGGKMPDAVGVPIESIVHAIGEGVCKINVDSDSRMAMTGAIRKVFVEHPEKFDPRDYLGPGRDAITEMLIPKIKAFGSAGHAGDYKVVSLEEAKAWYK
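Giardia FBPA (40 nM reagent) was preincubated 10 min at RT with compound (up to 57.5 uM final), then substrate plus GAPDH/TPI/NAD/arsenate coupling system with diaphorase/resazurin was added; resorufin fluorescence (525/598 nm) was read after 20 min.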
AmpC inh detg – AmpC beta-lactamase inhibition with detergent present; P00811; AmpC hydrolysis of nitrocefin, absorbance 480 nm, 0.01% Triton; Potency, µM (doses to about 114 µM), without a hit: at the top dose activity change, negative = inhibition, hits mostly inhibitors; 0.041% of 370,000 active;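 note: potency is the fitted concentration of half-maximal effect; 0% = no-compound wells and -100% = no-enzyme wells; nearly all actives have a fitted effect of over 25% in size; some results filed as inactive show a strong effect at the top dose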
Target sequence (P00811 whole entry, looked up): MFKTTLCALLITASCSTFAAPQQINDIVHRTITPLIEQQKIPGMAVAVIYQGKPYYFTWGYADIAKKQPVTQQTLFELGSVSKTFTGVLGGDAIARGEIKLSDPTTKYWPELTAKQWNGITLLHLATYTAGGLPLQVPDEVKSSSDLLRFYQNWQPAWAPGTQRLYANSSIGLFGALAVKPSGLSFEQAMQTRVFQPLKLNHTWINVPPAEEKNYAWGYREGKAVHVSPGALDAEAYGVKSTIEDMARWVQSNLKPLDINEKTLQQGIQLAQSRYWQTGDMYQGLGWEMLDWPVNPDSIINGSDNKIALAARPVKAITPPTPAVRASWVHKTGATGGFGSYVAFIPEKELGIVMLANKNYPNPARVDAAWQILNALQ
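20 mM phosphate pH 7.0 + 0.01% (detergent screen) or 0.0001% Triton X-100; 5.3 nM AmpC reagent; cpd preinc 15 min RT; nitrocefin (800 uM stock) to start; A480 q20 s × 4 min; Activity was normalised to no-enzyme and no-compound control wells.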
Sm TGR block – inhibitors of Schistosoma mansoni thioredoxin glutathione reductase. AID 485364. purified TGR, DTNB reduction, TNB absorbance 405 nm. Potency, µM (highest dose often 114 µM), for inactives: at the highest dose activity change, negative = inhibition, actives largely listed as inhibitors. 3% of 360,000 active; note: potency is the fitted concentration of half-maximal effect; nearly all actives have a fitted effect of over 60% in size
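TGR 20 nM + NADPH 100 uM (dispensed conc.), cpd preinc 15 min RT; start with NADPH (500 uM addition) then DTNB (15 mM addition). Kinetic TNB absorbance, 405 nm filter. Four-parameter Hill fit across titration.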
AmpC inh no detg – inhibitors of E. coli AmpC beta-lactamase without detergent | P00811 | AmpC nitrocefin hydrolysis, absorbance 480 nm, 0.0001% Triton | Potency, µM (titrated, usually from 57.1 µM), without a hit: top-dose activity change, negative = inhibition, most hits filed as inhibitors | 0.52% of 330,000 active;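 note: potency is the fitted concentration of half-maximal effect; plate controls were no compound for no effect and no enzyme for full effect; nearly all actives have a fitted effect of over 20% in size; some results filed as inactive show a strong effect at the top dose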
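20 mM phosphate pH 7.0 + 0.01% (detergent screen) or 0.0001% Triton X-100; 5.3 nM AmpC reagent; cpd preinc 15 min RT; nitrocefin (800 uM stock) to start; A480 q20 s × 4 min; Activity was normalised to no-enzyme and no-compound control wells.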
HCV inhibitor – blocks hepatitis C virus; Potency, µM (doses to about 41.8 µM), for the others: top-dose activity change, negative = inhibition, hits mostly inhibitors; Huh7.5.1 HCVcc-Cre infection, luciferase reporter, 44 h; AID 651820; 3.4% of 340,000 active; note: potency is the fitted concentration of half-maximal effect
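Antiviral activity was scored by luciferase reporter output from cells infected with HCVcc-Cre (~0.5 moi) in presence of compound, 44 h infection period, cells seeded 1,000/well 4 h prior.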
Starred values were filed as active, the others as inactive; ? = inconclusive; . = not tested or not shown; [ ] = dose if it differs, or a comment. Unless noted, calls come from the whole dose curve; as a rule, active = well fitted curve in the direction sought with a large enough effect; inconclusive = small, poorly fitted or top-dose-only effect, or another doubt; inactive = no such curve, though single readings can be large; an effect the other way counts as inactive or inconclusive. Unless noted, % is set by controls: 0 for no effect and ±100 for the full control effect.

structure | HCMV antiviral | FBPA Giardia inh | AmpC inh detg | Sm TGR block | AmpC inh no detg | HCV inhibitor
CCOC(=O)c1cc2c(=O)n3ccccc3nc2n(Cc2ccco2)c1=NC(=O)c1ccccc1OCC | -23 | -5% | 13% | ? | -9% | ?
O=C(NCC1CCCO1)c1cn(Cc2ccccc2Cl)nc1-c1ccccc1 (configuration not stated) | -18 | . | -20% | 47%[activator] | 9% | -5%
COc1ccc(OC)c(-c2cc(C(=O)NC(C)c3ccccc3)no2)c1 (configuration not stated) | 26 | . | 12% | 0% | . | .
Cn1nc(C(=O)Nc2sccc2C(N)=O)ccc1=O | 42 | -14% | -11% | 23% | 19% | -9%
CCCS(=O)(=O)N1CCC(N2CCN(Cc3ccc(F)cc3)C(=O)C2=O)CC1 | -5 | . | 10% | -1% | . | .
NS(=O)(=O)c1cccc(NC(=O)CN2CCC(Cc3ccccc3)CC2)c1 | ? | 6% | -14% | 10% | -15% | -4%
CCOC(=O)c1ccc(S(=O)(=O)N2CCNCC2)cc1 | -6 | 0% | -9% | 2% | -13% | 2%
CC1CCC(NC(=O)CSc2nnnn2C)CC1 (configuration not stated) | 0 | . | -16% | -6% | -4% | 10%
CC(C)(C)NC(=O)C(=O)NNC(=O)c1ccco1 | 24 | -17% | 3% | . | -3% | 12%
COc1cccc(C(=O)NCC(=O)N/N=C/c2cccnc2)c1 | -19 | 0% | -13% | -4% | -8% | 8%
COc1ccccc1N1CCN(S(=O)(=O)CCNC(=O)C2CC2)CC1 | -13 | . | -20% | 46%[activator] | 1% | 7%
COc1cc(OC)c(NC(=O)CSc2cc(=O)n(C)c3ccc(Cl)cc23)cc1Cl | 2 | . | 19% | 10% | . | .
CCOC(=O)c1ccccc1NC(=O)CSc1ccc(-c2cccnc2)nn1 | -32 | 12% | 2% | -19% | 23% | ?
Cc1cc(C(=O)N/N=C(\CCC(=O)O)c2cccs2)c2ccccc2n1 | 32 | 11% | ? | -15% | -1% | 0%
CC(=O)Nc1ccc(NS(=O)(=O)c2ccc3[nH]c(=O)[nH]c3c2)cc1 | -18 | 0% | -3% | -1% | -20% | ?
O=C(Cn1cc([N+](=O)[O-])ccc1=O)NCc1ccc(Cl)cc1Cl | . | . | 9% | -18% | -18% | -12%
COc1cc(SC)ccc1C(=O)Nc1nc(C)cc(C)n1 | 65 | -6% | -8% | -16% | -2% | -9%
Cc1ccc(C2(c3noc(CN(C)Cc4cccnc4)n3)CCCC2)cc1 | 18 | 0% | 6% | 5% | 189%[activator] | -5%
COc1ccc(-c2nnn(CC(=O)c3ccc4c(c3)OCCO4)n2)cc1OC | 1 | 2% | 5% | 5% | 35% | ?
COC(=O)C1=C(CN2CCc3ccccc32)NC(=O)NC1c1cc(C)ccc1C (configuration not stated) | 47 | -20% | -3% | -30% | -41% | ?
COc1cc(/C=C/C(=O)OCC(=O)N2CCN(S(=O)(=O)c3ccc(C)cc3C)CC2)ccc1O | -1 | -7% | -4% | -12% | -3% | -14%
CCCC(C)c1nnc(NC(=O)C(=O)OCC)s1 (configuration not stated) | 10 | ? | -3% | 2% | -12%[2.29 µM] | -3%
CCOC(=O)CCCCCC(=O)Nc1ccc2c(c1)C(=O)N([C@H](C)CO)C[C@@H](C)[C@H](CN(C)S(=O)(=O)c1cn(C)cn1)O2 | 8 | . | . | . | 56% | 16%
CCc1c(C)sc(NC(=O)Cc2ccccc2C)c1C(=O)N1CCOCC1 | 10 | . | -11% | -9% | 2% | 28%
O=C(Nc1nncs1)c1cccc(S(=O)(=O)N2CCOCC2)c1 | 22 | 2% | 1% | -6% | -17% | 21%
CC(C)COc1ccc(-c2nn(-c3ccccc3)cc2C(=O)Nc2nccs2)cc1 | 0 | -1% | -1% | 9% | -21% | -11%
CN(C(=O)COC(=O)COc1ccc2ccccc2c1)c1c(N)n(Cc2ccccc2)c(=O)[nH]c1=O | 0 | . | 9% | 3% | 171%[activator] | -7%
COc1ccc(CCN2CC(C(=O)NCCc3ccccc3C)CCC2=O)cc1 (configuration not stated) | -36 | . | 6% | -9% | 102%[activator] | -5%
CS(=O)(=O)N(CCc1ccccc1)CC(=O)NCc1ccccc1 | 10 | 5% | -1% | -13% | -18% | 12%
CCOc1ccc(NC(=O)C2CCCN(S(=O)(=O)c3cnc[nH]3)C2)cc1 (configuration not stated) | . | -5% | -6% | 0% | -13% | 2%
COc1ccc(OC)c(CNC(=O)c2cc3c(=O)oc4ccc(C)cc4c3s2)c1 | 11 | . | 0% | 1% | . | .
NNC(=O)COc1cccc(C(F)(F)F)c1 | -24 | -6% | -9% | 7% | -25% | 19%
O=C(CCC(=O)N1CCN(S(=O)(=O)c2ccccc2Cl)CC1)c1ccccc1 | -26 | . | -8% | -2% | -8% | 7%
COc1ccc(OC)c(NC(=O)CNC(=O)Cn2c(C)cc3ccccc3c2=O)c1 | 0 | -6% | -17% | 17% | -4% | -21%
COc1ccc(NC(=O)CN(C)CC(=O)NCc2ccc(C)cc2)cc1 | -12 | . | 4% | -7% | -9% | -10%
Cc1ccc(S(=O)(=O)Nc2cc3c(cc2N2CCOCC2)n(C)c(=O)n3C)cc1 | 28 | . | -1% | -17% | . | .
COc1ccccc1N1CCN(C2CC(=O)N(c3cccc(Cl)c3)C2=O)CC1 (configuration not stated) | 8 | -18% | ? | 40µM* | 35% | ?
S=C(NCCC1=CCCCC1)Nc1ccc(Cl)cc1 | -26 | 1% | -1% | -10% | -39% | -4%
CC(NC(=O)c1cccs1)c1ccc2c(c1)OCO2 (configuration not stated) | 11 | 1% | -4% | -5% | -12% | -6%
Fc1ccc(CSc2ccc3nnc(-c4ccccn4)n3n2)cc1 | -39 | 7% | 3% | 4% | 58% | -2%
COc1cccc(C2=NN(C(=O)c3ccco3)C(O)(C(F)(F)F)C2)c1 (configuration not stated) | 11 | 0% | 1% | 0% | -23% | -1%
COc1ccc2c(c1)C(=O)N(CCc1ccc(S(=O)(=O)NC(=O)NC3CCCCC3)cc1)C(=O)C2(C)C | 7 | ? | ? | -6% | ? | 6%
O=C(N/N=C/c1coc2ccccc2c1=O)c1cn(-c2ccccc2)nc1-c1ccc(F)cc1 | -2 | 9% | -14% | -12% | -43% | -6%
CC(C)(O)C#CC#CCN1CCOCC1 | -16 | 4% | 1% | 0% | -21% | 11%
Cc1cc(C)c(S(=O)(=O)NCC23C=CC(O2)C2C(=O)N(c4ccccc4)C(=O)C23)c(C)c1 (configuration not stated) | -14 | . | -15% | 4.5µM* | 40% | 12%
COc1cc(OC)cc(C(=O)NCCc2cnc[nH]2)c1 | 52 | -16% | -4% | 34% | -12% | 9%
Cc1ccc(O)c(CNc2cnc3ccccc3c2)c1 | 64 | 11% | -7% | ? | -47% | ?
CC(=O)N1CCCc2ccc(NS(=O)(=O)c3ccc(F)cc3F)cc21 | 51 | . | 8% | -2% | . | .
O=C(Nc1nc(-c2cccs2)cs1)c1cc2ccccc2oc1=O | . | 2% | -15% | 0% | -21% | .
Fc1ccc(-c2cn3cc(C(F)(F)F)cc(Cl)c3n2)cc1 | 110 | -15% | 0% | -21% | -28% | ?
CN(CCC#N)C(=O)COC(=O)c1ccccc1C(=O)c1ccc(Cl)c([N+](=O)[O-])c1 | -97* | -2% | 8% | 13µM* | 41% | 2.8µM*
NS(=O)(=O)c1cccc(NC(=O)COC(=O)CCc2ccccc2)c1 | 81 | -3% | 1% | 3% | -31% | 26%
COc1ccc(C(=O)Nc2ccc(Cl)cc2C(=O)NCCN2CCOCC2)cc1 | -30 | -11% | 5% | -10% | 54% | -14%
O=C(COc1ccc(Br)cc1)NCCNC(=O)c1cccnc1 | 14 | -2% | 2% | 0% | -2% | 24%
CCOC(=O)c1cc2sc(C)cc2n1CC(=O)Nc1cccc(C)c1C | 10 | 4% | -13% | -1% | -4% | 10%
COc1cccc(Nc2c(F)c(F)c(F)c(F)c2C(=O)O)c1 | 23 | 22% | -1% | 2% | -7% | 7%

Single records, as listed above. Order of values: HCMV antiviral | FBPA Giardia inh | AmpC inh detg | Sm TGR block | AmpC inh no detg | HCV inhibitor
NS(=O)(=O)c1cccc(NC(=O)COC(=O)CCc2ccccc2)c1 in the list: 81 | -3% | 1% | 3% | -31% | 26%
CN(CCC#N)C(=O)COC(=O)c1ccccc1C(=O)c1ccc(Cl)c([N+](=O)[O-])c1 in the list: -97* | -2% | 8% | 13µM* | 41% | 2.8µM*
COc1ccc(C(=O)Nc2ccc(Cl)cc2C(=O)NCCN2CCOCC2)cc1 in the list: -30 | -11% | 5% | -10% | 54% | -14%
O=C(COc1ccc(Br)cc1)NCCNC(=O)c1cccnc1 in the list: 14 | -2% | 2% | 0% | -2% | 24%
O=C(Nc1nc(-c2cccs2)cs1)c1cc2ccccc2oc1=O in the list: . | 2% | -15% | 0% | -21% | .

(listing goes on)
structure | HCMV antiviral | FBPA Giardia inh | AmpC inh detg | Sm TGR block | AmpC inh no detg | HCV inhibitor
CCOc1cccc2sc(N(CCCN(C)C)C(=O)c3ccc(S(=O)(=O)N(C)c4ccccc4)cc3)nc12 | -26 | -6% | 0% | -5% | 187%[activator] | ?
Cc1occc1C(=O)NC(C)C(C)(C)C (configuration not stated) | 9 | -11% | 0% | ? | . | .
NC(=O)c1ccc(Oc2cccc3cccnc23)c([N+](=O)[O-])c1 | -32 | -14% | 2% | . | -17% | 15%
COc1cccc(-c2c[nH]c(=O)[nH]c2=O)c1 | 5 | -4% | 1% | 13% | -1% | 7%
CCn1ncc([N+](=O)[O-])c1C(=O)Nc1cc(C)on1 | 1 | -1% | ? | -8% | -26% | 12%
CN(CC(=O)Nc1cccc(F)c1)C(=O)c1cc([N+](=O)[O-])ccc1N1CCOCC1 | -10 | . | -4% | -1% | -11% | 1%
O=C(OCc1nnc(-c2ccccc2)o1)c1ccc(Br)o1 | -9 | . | -5% | -3% | -16% | 4%
CCn1cc(CN2CCC(n3nccc3NC(=O)C3CCCC3)CC2)c(C)n1 | 25 | . | -7% | 0% | -11% | -2%
O=C(CCN1CCCCC1=O)NC1CCCN(Cc2ccc(Cl)cc2)C1 (configuration not stated) | -13 | . | 0% | 0% | -37% | .
CCOC(=O)c1ccc(NC(=O)C(CC)Sc2nnc3c4ccccc4n(C)c3n2)cc1 (configuration not stated) | 71 | . | 24% | 4% | . | .
Cc1c(C(=O)c2ccc(Cl)cc2Cl)cnc2cc3c(cc12)OCO3 | 9 | -3% | 1% | -3% | -6% | 10µM*
O=C(O)C1C2C=CC(C3CC23)C1C(=O)NCCc1ccccc1 (configuration not stated) | 4 | 3% | -6% | 1% | -13% | 17%
N#Cc1cnn2c(-c3ccc(Cl)cc3Cl)ccnc12 | -14 | -11% | -8% | . | -13% | ?
CC(C)c1ccc(S(=O)(=O)N2CCN(CC(=O)Nc3ccccc3C(F)(F)F)CC2)cc1 | 3 | . | 3% | 10% | . | .
C=CCSc1nc2c(c(=O)[nH]c(=O)n2C)n1CC | -8 | 0% | ? | 0% | -14% | -8%
Cc1cc(C)cc(NC(=S)NCC2CCCO2)c1 (configuration not stated) | 4 | 4% | -17% | -5% | -10% | -2%

Assay outcomes: PubChem BioAssay, National Center for Advancing Translational Sciences (NCATS)
